Source: PubChem (several laboratories)
UGM FP inh – Mtb UDP-galactopyranose mutase inhibition | AID 504406 | P9WIQ1 | inhibition, % at 10 µM | 320,000 compounds, 0.06% hits | purified UGM, fluorescence polarization probe displacement; in the data active = inhibition above about 10%, passing the limit was not always enough; inconclusive = no clear call, values can overlap the other calls
Target sequence (P9WIQ1 whole entry, looked up): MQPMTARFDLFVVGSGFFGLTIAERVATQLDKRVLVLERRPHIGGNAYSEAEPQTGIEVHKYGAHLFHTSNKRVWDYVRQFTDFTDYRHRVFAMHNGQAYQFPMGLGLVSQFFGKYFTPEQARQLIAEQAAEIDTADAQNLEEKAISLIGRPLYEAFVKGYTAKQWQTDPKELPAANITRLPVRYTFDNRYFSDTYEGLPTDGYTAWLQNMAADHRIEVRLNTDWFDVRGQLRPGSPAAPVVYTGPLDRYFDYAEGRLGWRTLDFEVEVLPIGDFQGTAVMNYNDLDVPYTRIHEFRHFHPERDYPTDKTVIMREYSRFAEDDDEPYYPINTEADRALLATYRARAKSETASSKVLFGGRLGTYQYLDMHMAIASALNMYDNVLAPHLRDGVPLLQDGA
GDH-TPI inh – GDH-TPI coupled enzyme inhibition counter-screen. GDH-TPI coupled enzyme counterscreen, NADH absorbance. AID 588335. 360,000 compounds, 1.2% hits. inhibition, % at 4.8 µM; in the data active = inhibition above about 30%;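 note: 0% = DMSO wells and 100% = wells lacking the enzyme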
FadD28 FP inh – blocks FadD28 binding to the bisubstrate probe | 360,000 compounds, 0.22% hits | fluorescence polarization | inhibition, % at 12.5 µM; in the data active = inhibition above about 8.5%, passing the limit was not always enough; inconclusive = no clear call, values can overlap the other calls
Mtb BioA inh – blocks M. tuberculosis BioA enzyme activity | purified M. tuberculosis BioA enzyme, plate reader | inhibition, % at 9.99 µM | 360,000 compounds, 0.096% hits | AID 602481; in the data active = inhibition above about 40%; inconclusive = no clear call, values can overlap the other calls
Rv3671c inh – inhibits the M. tuberculosis serine protease Rv3671c. P9WHR9. inhibition, % at 5.96 µM. 320,000 compounds, 0.048% hits. AID 2606; in the data active = inhibition above about 38%;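 note: extracellular domain of Rv3671c used as enzyme; 0% = enzyme with DMSO and 100% = no enzyme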
Target sequence (P9WHR9 whole entry, looked up, the tested form may be a part): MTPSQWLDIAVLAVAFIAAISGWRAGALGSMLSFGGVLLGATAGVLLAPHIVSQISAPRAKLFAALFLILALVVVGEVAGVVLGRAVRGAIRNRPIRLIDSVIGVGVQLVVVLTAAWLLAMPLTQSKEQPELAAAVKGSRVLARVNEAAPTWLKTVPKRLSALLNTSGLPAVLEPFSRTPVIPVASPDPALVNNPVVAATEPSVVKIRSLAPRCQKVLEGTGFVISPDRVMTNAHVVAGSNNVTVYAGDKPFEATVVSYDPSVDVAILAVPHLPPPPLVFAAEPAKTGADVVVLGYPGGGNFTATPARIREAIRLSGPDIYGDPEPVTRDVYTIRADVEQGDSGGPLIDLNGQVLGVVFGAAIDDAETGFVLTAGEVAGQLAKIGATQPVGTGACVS
Mtb FBA inh – Mtb fructose-bisphosphate aldolase inhibition; inhibition, % at 1 µM; AID 588726; purified M. tuberculosis FBA, fluorescence read-out; P9WQA3; 360,000 compounds, 2.3% hits; in the data active = inhibition above about 27%;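 note: 0% = vehicle and 100% = reference inhibitor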
MazEF act – activators of E. coli MazEF toxin-antitoxin RNase | P0AE70 | activation, % at 20 µM | 350,000 compounds, 0.32% hits | AID 504720 | FAM/BHQ RNA-DNA oligo cleavage fluorescence, 5 h; in the data active = activation above about 50%
Target sequence (P0AE70 whole entry, looked up): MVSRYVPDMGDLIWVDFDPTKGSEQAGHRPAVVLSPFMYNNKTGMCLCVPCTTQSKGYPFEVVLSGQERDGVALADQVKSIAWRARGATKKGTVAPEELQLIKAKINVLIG
PrPC surface inh – inhibitors of human cell surface prion protein PrPC. TR-FRET read-out. inhibition, % at 13.8 µM. 370,000 compounds, 0.43% hits. AID 720596; in the data active = inhibition above about 24%; note: 0% = median of the test wells and 100% = reference compound wells
BoNT-F LC inh – BoNT F light chain protease inhibition; inhibition, % at 10 µM; 360,000 compounds, 0.22% hits; Multiplex microsphere protease cleavage assay, flow cytometry; AID 588497; in the data active = inhibition above about 35%, passing the limit was not always enough; inconclusive = no clear call, values can overlap the other calls; note: plate controls were buffer without enzyme for full effect and enzyme alone for no effect
Starred values were filed as active, the others as inactive; u = inconclusive; x = no result given; & = joins results of further samples.

SMILES	UGM FP inh	GDH-TPI inh	FadD28 FP inh	Mtb BioA inh	Rv3671c inh	Mtb FBA inh	MazEF act	PrPC surface inh	BoNT-F LC inh
O=C(Nc1cccc2cccnc12)c1csc(COCCO)n1	x	10	-3.1	-0.3	x	8	x	x	1
COc1ccc(C2C(C#N)=C(N)N(c3ccccc3)C3=C2C(=O)CCC3)cc1Cn1cc([N+](=O)[O-])cn1 (stereo unspecified)	0.6	3	u	0.7	10	0	-5	-11	-24
C#CCSc1nc(N)c2c(n1)OC(N)=C(C#N)C2c1cccnc1 (stereo unspecified)	-1.3	4	-2.5	x	4	0	4	4	-3
COc1ccc(NS(=O)(=O)c2cccs2)cc1S(=O)(=O)N1CCOCC1	-1.5	-2	1.1	-3.0	-6	3	-1	1	0
COc1ccc(S(=O)(=O)N2CCc3cc(OC)c(OC)cc3C2)cc1	0.5	1	-1.5	-0.9	-1	0	-9	-2	4
Cc1ccc(C)c(-n2c(CNc3ccc(F)cc3)nnc2SCC(N)=O)c1	1.2	-2	-3.8	2.7	-2	0	4	-1	0
C[n+]1cn(Cc2cc(Cl)ccc2OC(F)F)c2ccccc21	0.4	2	-0.4	0.4	-3	4	3	7	14
O=Cc1cn(-c2ccc(F)cc2)c2ccccc12	0.0	-2	-2.0	x	0	2	3	4	-14
CN(C(=O)COC(=O)c1cc(S(=O)(=O)N2CCCCC2)ccc1N1CCOCC1)C1CCS(=O)(=O)C1 (stereo unspecified)	-2.2	11	-0.9	-0.7	0	3	-2	5	-2
CN1CCN(C=NC2=NN(c3cccc(C(F)(F)F)c3)CC2)CC1	0.1	18	-2.2	0.0	1	-1	-12	6	1
CC1CC(C)CN(C(=O)COC(=O)c2ccc[nH]c2=O)C1 (stereo unspecified)	-1.0	7	-1.3	-3.1	-4	5	4	-4	3
Cc1cc(N)ncc1[N+](=O)[O-]	x	22	-1.0	1.4	x	3	5	-17	6
COc1ccccc1N1CCN(S(=O)(=O)c2c(C)[nH]c(=O)[nH]c2=O)CC1	-1.4	10	0.0	x	-4	-1	0	-3	-5
CCn1cc(C(=O)NCCC(=O)NCCO)c(=O)c2cc3c(cc21)OCO3	0.4	14	-1.1	0.0	6	8	6	1	8
COC(=O)c1ccc(Cn2nnc3c(=O)[nH]c(C4CCCN(S(=O)(=O)c5ccccc5)C4)nc32)cc1 (stereo unspecified)	1.3	0	-2.2	0.9	6	1	7	4	0
COc1ccc(S(=O)(=O)N2CCCCC2)cc1-n1cnnn1	1.6	0	0.3	0.7	-2	-2	1	9	-4
COc1ccccc1N1CCN(c2ccc(S(=O)(=O)N3CCN(C)CC3)cn2)CC1	-1.4	6	-2.1	-1.7	-2	3	6	-6	0
Cc1ccc(OCC(=O)NC2CCS(=O)(=O)C2)cc1 (stereo unspecified)	-0.8	6	-2.9	-0.1	-8	-2	-6	3	10
COc1cc(=O)[nH]c(SC(C)C(=O)Nc2cc(C)on2)n1 (stereo unspecified)	-2.1	0	-1.8	1.2	5	0	2	-1	-2
COc1cc(NC(=O)COC(=O)/C=C/c2ccc(Cl)cc2Cl)cc(OC)c1	-1.7	5	-3.6	-0.9	-1	-1	13	6	-8
CCCCn1c(N)c(N(CC(C)C)C(=O)c2ccco2)c(=O)[nH]c1=O	-1.8	0	-2.7	-1.1	2	0	1	-5	-12
Cc1ccc(NC(=O)COC(=O)Cn2cnc3c2c(=O)n(C)c(=O)n3C)cc1F	x	1	-3.4	1.4	x	1	3	-7	8
COCCOC(=O)c1c(C)n(C)c2ccc(OC(=O)c3ccccc3F)cc12	0.5	2	-0.3	-0.4	-11	0	1	-3	11
O=C(c1ccccc1F)N1N=C(C(F)(F)F)CC1(O)c1ccccc1 (stereo unspecified)	x	12	-1.4	1.0	x	-1	5	-2	-5
N#CCSc1nc2cc(C(=O)N3CCC(C(N)=O)CC3)ccc2c2nc3ccccc3n12	2.9	32*	-3.1	2.4	1	1	-13	x	1
CCNC(=O)c1ccccc1NC(=O)c1cccc(S(=O)(=O)N2CCC(C)CC2)c1	-0.6	1	-3.4	-0.2	-11	-6	4	12	-4
CN(CC(=O)Nc1ccc(S(=O)(=O)N2CCCC2)cc1)Cc1c(F)cccc1Cl	1.9	21	1.8	-1.0	7	-4	1	5	-6
CC1CN(S(=O)(=O)c2cccc(C(=O)OCCOc3ccccc3)c2)CC(C)O1 (stereo unspecified)	1.6	-2	-3.2	-1.7	-16	-2	-3	-1	x
Cc1csc2nc(CCNS(=O)(=O)c3cccs3)cn12	-0.3	0	-3.1	-0.7	3	-1	2	-1	-6
C#CCNC(=O)C1=C[C@H](C(C)(C)C)C[C@H](OCCCCO)O1	-0.7	13	-1.2	-0.8&-0.6	5	4	1	1	1

Record cards, from the list above. Values in the order: UGM FP inh | GDH-TPI inh | FadD28 FP inh | Mtb BioA inh | Rv3671c inh | Mtb FBA inh | MazEF act | PrPC surface inh | BoNT-F LC inh
COc1ccc(S(=O)(=O)N2CCCCC2)cc1-n1cnnn1 reads 1.6 | 0 | 0.3 | 0.7 | -2 | -2 | 1 | 9 | -4
Cc1csc2nc(CCNS(=O)(=O)c3cccs3)cn12 reads -0.3 | 0 | -3.1 | -0.7 | 3 | -1 | 2 | -1 | -6
CCCCn1c(N)c(N(CC(C)C)C(=O)c2ccco2)c(=O)[nH]c1=O reads -1.8 | 0 | -2.7 | -1.1 | 2 | 0 | 1 | -5 | -12
N#CCSc1nc2cc(C(=O)N3CCC(C(N)=O)CC3)ccc2c2nc3ccccc3n12 reads 2.9 | 32* | -3.1 | 2.4 | 1 | 1 | -13 | x | 1
O=C(c1ccccc1F)N1N=C(C(F)(F)F)CC1(O)c1ccccc1 (stereo unspecified) reads x | 12 | -1.4 | 1.0 | x | -1 | 5 | -2 | -5

Additional structures
SMILES	UGM FP inh	GDH-TPI inh	FadD28 FP inh	Mtb BioA inh	Rv3671c inh	Mtb FBA inh	MazEF act	PrPC surface inh	BoNT-F LC inh
O=C(CN1C(=O)CSc2ccc(S(=O)(=O)N3CCOCC3)cc21)NCc1ccc(F)cc1	-2.6	-10	-4.7	-3.7	3	-1	4	6	5
COc1cc(/C=C/C(=O)Nc2ccncc2)cc(OC)c1OC	-2.4	17	-4.6	x	3	38*	3	-9	-5
C[C@@H]1CN([C@H](C)CO)C(=O)c2cc(Br)cnc2O[C@H]1CN(C)C(=O)Nc1ccc2c(c1)OCO2	x	6	0.3	-0.4&6.0	x	-3	1	-5	0
Cc1[nH]c(=O)c(C#N)cc1-c1csc(-c2ccccc2)n1	-2.1	5	1.1	-1.1	-6	0	-5	-1	3
Cc1ccc2nc(NC(=O)CCn3cccc3)sc2c1	-0.5	-1	-1.7	x	0	0	-4	13	-4
Fc1cccc(NC(=S)NC2CCCCCCC2)c1	-0.2	3	-0.4	2.3	x	-3	-4	0	-1
CN=CC1=C(O)CC(C)(C)CC1=O	2.6	6	-1.4	-0.5	-9	1	-2	-3	11
Cc1ccccc1NC(=O)CC(=O)Nc1ccccc1C	0.7	8	-1.8	-1.2	-6	4	0	-1	-8
COc1ccc(NC(=O)C2CCCN(S(=O)(=O)c3cnc[nH]3)C2)cc1 (stereo unspecified)	-0.2	8	-1.6	-0.8	3	4	-3	-10	-11
N#Cc1ccc(C=NN2CCCCCC2)cc1	x	41*	-0.6	x	x	1	3	-1	-2
CCCCn1c(=O)[nH]c(=O)c2c1nc(-c1ccccn1)n2CC	1.4	5	-1.8	-0.7	-2	53*	7	-2	5
CCCC1=C(C(=O)OCC)C(c2ccccc2OC)NC(=O)N1 (stereo unspecified)	0.8	6	0.7	-0.6	6	-1	7	2	-6
CC(C)NS(=O)(=O)c1ccc(CCC(=O)O)cc1	-1.8	9	0.2	-0.4	3	-2	4	-2	-5
C[C@@H]1CN([C@H](C)CO)C(=O)c2c(c3ccccc3n2C)-c2ccccc2CO[C@H]1CN(C)Cc1ccc(C(F)(F)F)cc1	x	4	-1.5	0.8	x	-2	-7	12	-11
COC(=O)CN(C)C(=O)c1ccc(OC2CCN(S(=O)(=O)N(C)C)CC2)cc1	1.4	-2	-3.5	1.6	10	-1	3	-10	16
O=C(NCCCNC(=O)c1ccc(Cl)cc1Cl)c1cnccn1	-2.5	-5	-2.1	2.1	2	-1	2	5	-3
O=C(O)c1ccc(NCc2cccs2)cc1	0.9	-6	-3.5	-0.9	-2	1	1	19	-34
CN(C)c1ccc(C=C2C=Cc3ccccc32)cc1	x	13	1.1	-1.6	x	-1	98*	5	-6
COC(=O)C1=CN(Cc2ccc(OC)c(OC)c2)C=C(C(=O)OC)C1c1cccc(O)c1	-2.7	19	-3.1	22	4	111*	4	-14	30
CCOCCNC(=O)c1ccc2c3c(cccc13)CC2	-1.9	1	-0.9	-0.3	1	81*	4	-4	9
CN1CCN(c2ccccc2NC(=O)c2ccc(OCc3ccccc3)cc2)CC1	-3.4	4	-3.0	-2.3	2	0	-1	-14	-10
Clc1cccc(Cc2c(-c3ccco3)nc3ccc(Cl)cn23)c1	x	x	-6.1	6.5	x	3	x	6	-3
COc1cc(C(=O)Oc2cccnc2)cc(OC)c1OC	-3.8	0	-2.3	3.0	10	1	4	4	31
COC(=O)c1c(C)nc2c(c(SC)nn2-c2ccccc2)c1N	3.0	12	0.2	-3.2	-1	8	0	3	4
CCN(CC)S(=O)(=O)c1ccc(O)c(C(=O)OCC(=O)N2CCCc3ccccc32)c1	x	6	-4.7	-1.2	x	8	5	11	4
CC(Sc1nnc(C2CC2)n1C1CC1)C(=O)N(C)Cc1cccc(F)c1 (stereo unspecified)	-1.8	5	-0.6	1.1	-8	1	-11	3	-2
COc1ccc(CNc2ccc(C)c(C)c2)c(OC)c1OC	0.5	2	-0.9	x	3	4	-2	4	-8
COc1cccc(-c2nc(SC)nc3sc(C(=O)NC(C)(C)C)c(N)c23)c1	-0.4	17	0.4	-3.2	2	2	-3	6	9
Cn1cnc2cc(NCc3ccccc3O)ccc21	-0.5	2	-0.9	1.1	3	9	0	5	u
COc1cccc(CC2(CO)CCCN(Cc3ccc(OC(F)F)cc3)C2)c1 (stereo unspecified)	1.1	2	-6.4	-0.3	-7	2	-7	5	u
Cc1cc(C)c(C(=O)c2ccccc2C(=O)O)c(C)c1	x	x	-1.7	1.7	x	3	x	x	-1
CCC(=O)Nc1cccc(NC(=O)CSc2nnc(C3CC3)n2C)c1	0.5	-6	2.0	-4.8	3	8	-2	-6	-26
O=c1ccnc(Sc2ncccc2[N+](=O)[O-])[nH]1	-0.2	-3	-3.2	1.0	-3	-4	-2	-15	u
Cc1ccc(C(=O)N/N=C/c2cc(C)n(-c3ccc(Br)cc3)c2C)cc1[N+](=O)[O-]	-1.8	22	-2.8	-0.5	12	-4	8	8	0
COc1ccc(Br)cc1CN(C)CC(=O)Nc1c(Cl)ccc(C)c1Cl	-2.3	7	-0.5	-0.5	-6	1	-2	10	-14
CNC(=O)CN(c1ccc(C23CC4CC(CC(C4)C2)C3)cc1)S(C)(=O)=O	1.5	-4	-0.9	x	-1	0	1	14	-4
O=[N+]([O-])c1ccc(NCc2ccncc2)cc1	1.4	7	-2.1	2.1	-1	-2	-2	-12	11
Cc1cccc2cc(CN(CCN3CCCC3)C(=O)NC3CCCCC3)c(=O)[nH]c12	-1.6	15	-1.5	0.1	-3	4	0	-5	17
CCOC(=O)Cc1csc(NC(=O)Nc2cccs2)n1	0.4	3	0.9	-0.9	5	1	9	10	15
NS(=O)(=O)c1cccc(NC(=O)COC(=O)C2CCCCC2)c1	4.9	1	0.1	-0.6	-6	2	1	0	-15
O=[N+]([O-])c1c(O)c(Cl)cc(Cl)c1Cl (tested in a mixture with another compound)	x	7	0.5	-0.3	x	-2	-4	4	2
CCN(CC)C(=O)c1ncn2c1c(=O)[nH]c1ccccc12	x	14	-2.0	-0.9	x	9	6	-7	0
CCCCCCCNC(=O)CN1C(=O)CSc2ccc(S(=O)(=O)N3CCOCC3)cc21	-0.1	3	-0.6	-1.0	-2	-2	-1	3	1
CCCCNC(=O)CC1N=C2c3ccccc3N=C(SCC(=O)Nc3ccc(OC)cc3)N2C1=O (stereo unspecified)	2.2	-1	-3.8	1.9	-8	-2	2	8	-1
CN(C)c1cc(Cl)c2nonc2c1N	-1.3	6	1.8	7.4	-39	0	4	5	x
